Bioassay records: PubChem BioAssay, several laboratories
aDG glyco act – increases alpha dystroglycan glycosylation | AID 624168 | Pro5-aDG cells, alpha-DG glycosylation AlphaScreen (IIH6); 0% Pro5, 100% B10-LARGE cell signal | activation, % at 10 µM | 360,000 compounds, 0.22% hits;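 active = activation of at least 8% versus controls, or a plate z-score of at least 8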;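 also: Pro5 are CHO cells carrying HIG-tagged alpha-DG that lacks glycosylation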
Glyco luc inh – N-linked glycosylation inhibition; reporter increase, % at 12.5 µM; AID 588692; D54 ERlucT glycosylation luciferase reporter, 24 h; percent of 100 nM tunicamycin response; 360,000 compounds, 0.23% hits;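 active = mean luciferase reporter signal, scaled so untreated is 0 and the glycosylation-blocking control 100, at or above a set limit in every replicate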;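 also: luciferase carries N-glycosylation sites so blocking glycosylation raises the light; 0% = median of neutral control wells and 100% = median of 100 nM tunicamycin wells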
ABCB6 inh MLPCN – inhibitors of human ABC transporter ABCB6; Q9NP58; K562-ABCB6 porphyrin accumulation, flow cytometry, 1 h; active compounds read low; fluorescence ratio to DMSO, % at 10 µM; 360,000 compounds, 0.19% hits; AID 602162;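 active = fluorescence ratio to DMSO below 75%, the collection mean minus 3 SD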;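 also: signal is porphyrin accumulated inside mitochondria; 100% equals median channel fluorescence of DMSO control wells; lower ratio means ABCB6 inhibition with less porphyrin fluorescence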
PDI turbidity – PDI (human) enzyme inhibition. 350,000 compounds, 0.052% hits. PDI insulin aggregation turbidity, A650, 90 min. P07237. inhibition, % at 10 µM;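 active = mean inhibition across replicates of 30% or more, whatever share of single replicates reach that level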;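 also: absorbance from insulin aggregation driven by PDI reduction with DTT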
Target sequence (P07237 whole entry, looked up): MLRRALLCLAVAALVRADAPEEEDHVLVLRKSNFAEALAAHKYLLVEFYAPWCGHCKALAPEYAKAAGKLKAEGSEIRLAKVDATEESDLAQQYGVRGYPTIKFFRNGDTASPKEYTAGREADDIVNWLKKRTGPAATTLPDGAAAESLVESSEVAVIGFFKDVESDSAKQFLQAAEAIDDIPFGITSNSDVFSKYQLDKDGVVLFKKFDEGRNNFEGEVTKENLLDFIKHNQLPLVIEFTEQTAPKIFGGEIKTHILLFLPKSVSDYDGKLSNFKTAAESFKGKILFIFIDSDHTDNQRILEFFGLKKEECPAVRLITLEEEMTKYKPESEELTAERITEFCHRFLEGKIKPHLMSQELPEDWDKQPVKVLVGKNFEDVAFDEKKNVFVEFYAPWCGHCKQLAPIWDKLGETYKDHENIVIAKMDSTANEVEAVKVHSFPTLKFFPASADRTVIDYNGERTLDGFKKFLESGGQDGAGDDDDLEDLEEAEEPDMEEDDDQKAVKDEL
Cardio protect – modulators protecting cardiomyocytes from myocardial damage. 360,000 compounds, 0.63% hits. H9c2 cardiomyocytes, H2O2 injury protection, ATPLite, 2 h. protection from H2O2 cell death, % at 20 µM;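 active = compounds giving at least 50% protection of heart cells from peroxide-induced death in the single-dose screen, raw or plate-pattern-corrected value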;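 also: 0% = DMSO wells with peroxide and 100% = DMSO wells without peroxide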
MC4R barr agon – agonists of human melanocortin 4 receptor (MC4R) beta-arrestin | P32245 | 360,000 compounds, 0.98% hits | activation, % at 8.9 µM | U2OS MC4R beta-arrestin complementation, luminescence; percent of melanotan II response, DMSO zero;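 active = activation above a per-plate cutoff, the mean activation of sample wells on that plate plus 3 SD, cut at about 8% in these data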
Target sequence (P32245 whole entry, looked up): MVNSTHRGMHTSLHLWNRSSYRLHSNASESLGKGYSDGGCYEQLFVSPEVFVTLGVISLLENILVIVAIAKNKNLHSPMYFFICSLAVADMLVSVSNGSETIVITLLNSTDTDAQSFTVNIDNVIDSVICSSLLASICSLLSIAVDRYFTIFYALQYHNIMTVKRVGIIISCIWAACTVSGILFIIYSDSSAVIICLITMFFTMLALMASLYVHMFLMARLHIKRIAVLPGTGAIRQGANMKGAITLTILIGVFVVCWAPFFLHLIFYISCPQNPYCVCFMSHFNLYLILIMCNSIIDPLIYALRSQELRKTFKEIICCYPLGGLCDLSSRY
m5-HT2A agonist – agonists of mouse serotonin 5-HT2A receptor (HTR2A). P35363. CHO-K1 mHTR2A beta-arrestin complementation, luminescence; percent of 30 µM serotonin response. activation, % at 7.6 µM. 360,000 compounds, 0.66% hits. AID 624169;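 active = activation above a run cutoff, the mean activation of all tested compounds plus 3 SD, cut at about 14% in these data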;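 also: 0% = plate median of compound wells and 100% = 30 µM serotonin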
Vif inh – inhibitors of HIV Vif | HEK293T cells, Vif self-association by quenched fluorescence, imaging, 24 h | inhibition, % at 7.49 µM | 340,000 compounds, 0.35% hits | AID 602346; in the data active = inhibition above about 50%, passing the limit was not always enough; also: some results filed as inactive read as strong as hits
CaV13 FRET inh – Primary screen for inhibitors of IQ motif and Ca2+-dependent inactivation inhibitor domain binding in CACNA1D, Förster resonance energy transfer in living cells, …. HEK cells, CFP/YFP FRET ICDI-IQ, plate reader, 10 min; percent FRET-ratio fall versus neutral wells. inhibition, % at 12.3 µM. 340,000 compounds, 0.098% hits. AID 743397;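 active = mean replicate inhibition of at least 30% and at least 1% of replicates passing that level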;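 also: 0% = median of the neutral control wells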
MC4R antag cAMP – human MC4R antagonism in cAMP assay; P32245; MC4R-expressing cells, MTII-stimulated cAMP, LANCE TR-FRET; inhibition, % at 6.5 µM; 360,000 compounds, 0.48% hits;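 active = inhibition above its plate's cutoff, the mean of tested wells on that plate plus 3 SD, cut at about 29% in these data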;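 also: 0% = Melanotan II alone and 100% = Melanotan II plus saturating MCL0020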
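Assay system: U2OS-MC4R stable cell line; Also added: Melanotan II; Technique: Eu-cAMP/anti-cAMP TR-FRET, emission 671 nm; Times: 30-min compound, 1-h challenge, 1-h detection, room temperature.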
Numbers without * were called inactive; x = no result given.

cpd	compound	aDG glyco act	Glyco luc inh	ABCB6 inh MLPCN	PDI turbidity	Cardio protect
1	Cc1ccc(C(=O)N/C(=C/c2ccccc2F)C(=O)NCCCn2ccnc2)cc1	0.2	1	103	1	5
2	CN1CCC(N(C)S(=O)(=O)c2ccc(NC(=O)c3ccc(S(=O)(=O)N(C)C)cc3)cc2)CC1	0.0	3	102	-4	-2
3	COc1cc(OCC(N)=O)cc(OC)c1OC	-0.1	3	104	0	0
4	O=C(COC(=O)CCN1C(=O)c2ccccc2C1=O)Nc1ccc(S(=O)(=O)N2CCCC2)cc1	-0.2	2	95	0	2
5	Cc1ccc(N2C(=O)C(Cl)=C(N3CCOCC3)C2=O)c(C)c1	-0.1	-2	91	15	2
6	CCCSc1ccc([C@@H]2[C@@H]3C(=O)N(C)C(=O)[C@@H]3[C@]3(C(=O)OC)CCCN23)cc1OC	0.2	1	100	-2	-4
7	O=C(COc1ccc2ccccc2c1)N1CCN(C(=O)c2ccc([N+](=O)[O-])cc2)CC1	0.0	1	102	0	-3
8	Cc1cccc(C(=O)OCc2cc(=O)oc3c(C)c(C)ccc23)c1O	0.1	3	92	-71	1
9	Cn1c(C2=C(O)CN(Cc3ccccc3)C2=N)[n+](C)c2ccccc21	-0.3	2	92	-3	11
10	CC(Oc1cc(F)ccc1[N+](=O)[O-])C(=O)Nc1ccc(S(=O)(=O)N2CCCC2)cc1 (stereo not drawn)	0.3	-2	94	-1	12
11	CC(OC(=O)c1ccc(C#N)cc1)C(=O)Nc1ccc(Cl)cn1 (stereo not drawn)	-0.5	-2	100	-5	1
12	CC(=O)c1ccc2c(c1)N(Cc1ccccc1)C(=O)C(C)S2 (stereo not drawn)	-0.2	-3	93	-6	1

cpd	MC4R barr agon	m5-HT2A agonist	Vif inh	CaV13 FRET inh	MC4R antag cAMP
1	-0.1	0	-8	-5	6
2	-1.3	-5	-1	-3	5
3	-0.2	1	-18	-3	3
4	-2.3	-2	-3	-8	6
5	0.1	4	7	-5	1
6	-0.7	2	5	x	9
7	0.3	-2	4	-4	32*
8	-1.9	0	5	x	4
9	2.6	9	-3	4	9
10	0.3	3	-9	-6	17
11	0.8	3	0	-5	5
12	-1.4	-13	13	-5	-4

As a working copy, part of the list above:
cpd	compound	aDG glyco act	Glyco luc inh	ABCB6 inh MLPCN	PDI turbidity	Cardio protect
1	Cc1ccc(C(=O)N/C(=C/c2ccccc2F)C(=O)NCCCn2ccnc2)cc1	0.2	1	103	1	5
2	CN1CCC(N(C)S(=O)(=O)c2ccc(NC(=O)c3ccc(S(=O)(=O)N(C)C)cc3)cc2)CC1	0.0	3	102	-4	-2

cpd	MC4R barr agon	m5-HT2A agonist	Vif inh	CaV13 FRET inh	MC4R antag cAMP
1	-0.1	0	-8	-5	6
2	-1.3	-5	-1	-3	5

Returning to the listing; the three compounds before the break are reprinted first.
cpd	compound	aDG glyco act	Glyco luc inh	ABCB6 inh MLPCN	PDI turbidity	Cardio protect
10	CC(Oc1cc(F)ccc1[N+](=O)[O-])C(=O)Nc1ccc(S(=O)(=O)N2CCCC2)cc1 (stereo not drawn)	0.3	-2	94	-1	12
11	CC(OC(=O)c1ccc(C#N)cc1)C(=O)Nc1ccc(Cl)cn1 (stereo not drawn)	-0.5	-2	100	-5	1
12	CC(=O)c1ccc2c(c1)N(Cc1ccccc1)C(=O)C(C)S2 (stereo not drawn)	-0.2	-3	93	-6	1
13	CCN(CC)c1nc(SCC(=O)O)nc(N(CC)CC)n1	0.1	2	98	2	4
14	CCOC(=O)CCCCCC(=O)Nc1ccc2c(c1)CC(=O)N([C@H](C)CO)C[C@@H](C)[C@H](CN(C)Cc1ccc3c(c1)OCO3)O2	0.1	1	101	-8	8
15	Cc1ccc(NC(=O)COC(=O)CN2C(=O)c3ccccc3C2=O)cc1	0.0	4	93	-12	-9
16	CN1CCN(c2ccc(C(=O)c3ccc(F)cc3)cc2)CC1	0.4	-7	89	14	-6
17	O=C(CCS(=O)(=O)c1ccccc1)NCc1ccccc1	-0.3	2	89	-2	1
18	CCc1cc(C(=O)N2CCCC(Nc3ccc(F)c(F)c3)C2)n(C)n1 (stereo not drawn)	-0.2	1	101	2	0
19	CCC(C)(C)n1nnnc1C(c1cc(OC)ccc1OC)N1CCN(Cc2ccccc2)CC1 (stereo not drawn)	0.0	-6	91	0	1
20	O=[N+]([O-])c1cccc(CNC2CCCCCC2)c1	0.0	4	98	2	-2
21	Cc1cccc(NS(=O)(=O)c2nnc(NC(=O)c3ccc(C)c(C)c3)s2)c1	0.1	-1	97	2	-7
22	O=C(COC(=O)C1CC1)Nc1nc(-c2ccc(F)c(F)c2)cs1	0.1	5	95	10	7
23	Cc1ccc(C(=O)OCc2nnc(-c3ccccc3)o2)cc1S(=O)(=O)N1CCOCC1	0.1	-1	101	-5	4
24	CCOc1cc(/C=N/NC(=O)COc2ccc(C)cc2)ccc1OC(=O)c1cccs1	0.3	0	94	-3	7

cpd	MC4R barr agon	m5-HT2A agonist	Vif inh	CaV13 FRET inh	MC4R antag cAMP
10	0.3	3	-9	-6	17
11	0.8	3	0	-5	5
12	-1.4	-13	13	-5	-4
13	1.6	4	-11	-4	3
14	-2.0	-2	3	-3	9
15	-3.8	0	9	-5	1
16	-1.1	2	x	x	2
17	1.6	1	-1	-3	-9
18	-2.5	2	-12	-5	1
19	-2.6	-4	44	8	3
20	-2.1	-2	-5	-1	0
21	0.6	0	x	-6	3
22	-1.9	-7	0	-6	7
23	-2.0	-7	2	-9	8
24	1.4	5	3	x	6

The list goes on.
cpd	compound	aDG glyco act	Glyco luc inh	ABCB6 inh MLPCN	PDI turbidity	Cardio protect
25	CC(C)CNC(=O)CSc1nc2scc(-c3ccccc3)c2c(=O)[nH]1	0.4	0	99	-8	-4
26	Cc1nn(C(C)C(=O)O)c(=O)c2ccccc12 (stereo not drawn)	-0.4	2	103	-6	4
27	CCCCN(CCCC)CC(O)CN(c1cc([N+](=O)[O-])ccc1OC)S(=O)(=O)c1ccccc1 (stereo not drawn)	-0.1	-6	98	-2	-6
28	CCOC(=O)c1ccc(NC(=S)N(CCCN2CCCC(C)C2)Cc2ccco2)cc1 (stereo not drawn)	0.1	-2	99	1	2
29	CS(=O)(=O)N(CC(=O)NCCSCc1ccco1)c1ccc(Cl)cc1	0.1	0	100	0	-2
30	O=C1/C(=C\c2ccc(C(F)(F)F)cc2)CSc2sccc21	0.1	1	96	-1	-2
31	CCOc1ccc(CNC(=O)C2Cc3cc(S(=O)(=O)N4CCCC4)ccc3N2C(C)=O)cc1 (stereo not drawn)	0.2	0	95	10	3
32	Cc1ccc(C)c(-n2cc(CN3CCCN(C=O)CC3)c(-c3ccccc3)n2)c1	-0.2	0	98	-1	9
33	CCOc1cc(-c2nc(C)c(C(C)=O)n2O)ccc1OCC(=O)Nc1cccc(C)c1	1.3	2	95	-1	4
34	Cc1nn(-c2ccccn2)c2c1C(=O)CC(C)(C)C2Br (stereo not drawn)	-0.1	2	91	-1	2
35	Cc1cc(C(=O)N2CCCC(Nc3ccc(C(C)C)cc3)C2)nn1C (stereo not drawn)	-0.1	0	104	-13	-3
36	CN(C)S(=O)(=O)c1ccc(NC(=O)CCNC(=O)c2ccco2)cc1	-0.1	-1	101	8	-3

cpd	MC4R barr agon	m5-HT2A agonist	Vif inh	CaV13 FRET inh	MC4R antag cAMP
25	-1.1	1	1	-5	10
26	-3.6	5	23	-4	5
27	3.8	-9	-5	-9	13
28	-1.7	-1	1	-2	6
29	-0.8	-4	7	-2	3
30	-1.4	-2	8	-4	4
31	0.1	8	-4	-16	2
32	2.6	1	17	-14	5
33	-1.4	-7	2	-6	14
34	-1.6	2	-10	-3	-2
35	1.1	4	0	-6	1
36	1.0	-3	2	-3	7

More entries follow.
cpd	compound	aDG glyco act	Glyco luc inh	ABCB6 inh MLPCN	PDI turbidity	Cardio protect
37	Cn1c(=O)c2c(nc(Br)n2CC(=O)c2cccs2)n(C)c1=O	0.3	1	197	-16	-6
38	Cc1cc(N2CCOCC2)nc2ccc(NC(=O)CCC(=O)N3CCN(c4ccc(F)cc4)CC3)cc12	0.0	-1	123	10	0
39	Cc1ccc(-n2c([O-])nc(-[n+]3ccccc3)c2C=O)cc1	-0.2	0	97	-13	4
40	COC(=O)c1ccc(Oc2ccc3nncn3n2)cc1	0.0	0	100	-1	-2
41	COc1ccc(-c2sc3ccccc3c2-c2ccc(OCCN3CCOCC3)cc2)cc1	1.8	-4	99	-1	-5
42	O=C(NCc1ccccc1F)C1CCCN1S(=O)(=O)c1ccc(Cl)cc1 (stereo not drawn)	0.1	0	99	1	-7
43	Cc1cc(NC(=O)CSc2nc3ccsc3c(=O)n2CCCCC(=O)O)no1	-0.2	1	90	11	0
44	COCC(Cc1ccccc1)NC(=O)Cn1cc(C)c(=O)[nH]c1=O (stereo not drawn)	0.0	1	99	1	6
45	CC(C)(Oc1ccc(Cl)cc1)C(=O)O	-0.1	1	95	-6	0
46	Cc1ccc(/C=N/Nc2cc(C)nc(N3CCOCC3)n2)cc1	-0.1	-1	99	7	1
47	Cc1ccc(Nc2c(-c3ccc(C)o3)nc3cnccn23)cc1	0.1	1	95	x	-19

cpd	MC4R barr agon	m5-HT2A agonist	Vif inh	CaV13 FRET inh	MC4R antag cAMP
37	0.5	1	x	x	5
38	2.0	7	-8	-3	3
39	-1.5	1	51*	x	0
40	0.4	9	6	-4	12
41	-0.6	-7	5	-6	2
42	1.4	6	-6	-4	19
43	0.1	5	3	-8	-3
44	0.3	-1	-3	-2	0
45	-0.3	-1	-3	-5	-2
46	1.9	0	-8	0	3
47	-1.0	-1	-6	-8	17
